Screening data from PubChem BioAssay.
AmpC inh detg: qHTS Inhibitors of AmpC Beta-Lactamase (assay with detergent). Potency, µM (highest dose often 114 µM), inactives show top-dose activity change, negative = inhibition, most hits filed as inhibitors. AmpC hydrolysis of nitrocefin, absorbance 480 nm, 0.01% Triton. hit rate 0.041% among 370,000;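 further: potency means the concentration at half of the fitted maximal effect; 0% = no-compound wells and -100% = no-enzyme wells; nearly all actives have a fitted effect of over 25% in size; some results filed as inactive show a strong effect at the top dose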
Target sequence (P00811 whole entry, looked up): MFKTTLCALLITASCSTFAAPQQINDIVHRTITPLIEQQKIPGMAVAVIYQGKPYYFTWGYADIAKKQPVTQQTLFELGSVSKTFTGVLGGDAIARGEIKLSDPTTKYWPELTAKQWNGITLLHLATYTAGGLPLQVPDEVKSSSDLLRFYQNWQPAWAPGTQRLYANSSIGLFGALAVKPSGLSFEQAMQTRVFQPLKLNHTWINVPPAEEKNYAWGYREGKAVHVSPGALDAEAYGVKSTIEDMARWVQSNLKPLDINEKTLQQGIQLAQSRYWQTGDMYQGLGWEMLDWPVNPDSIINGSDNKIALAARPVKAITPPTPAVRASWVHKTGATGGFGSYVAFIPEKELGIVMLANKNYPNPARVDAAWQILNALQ
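AmpC (5.3 nM in the dispensed reagent) in 20 mM phosphate pH 7.0 with 0.01% (detergent screen) or 0.0001% Triton X-100 was preincubated with compounds for 15 min at room temperature. Nitrocefin was then added from an 800 uM solution, and hydrolysis was followed at 480 nm.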
AMA1-RON2 inh: qHTS for Inhibitors of AMA1-RON; Towards Development of Antimalarial Drug Lead: Primary Screen; Plasmodium falciparum AMA1 (3D7) - RON2 peptide interaction; AlphaScreen AMA1-biotinylated RON2 peptide binding; Potency, µM (series often up to 58.2 µM), inactives show at the highest dose activity change, negative = inhibition, actives largely listed as inhibitors; hit rate 0.2% among 360,000;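 further: potency means the concentration at half of the fitted maximal effect; 0% = vehicle wells and -100% = peptide control; nearly all actives have a fitted effect of over 45% in size; some results filed as inactive show a strong effect at the top dose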
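AMA1 (3D7) with his tag at 25 nM final met compounds first, then biotinylated RON2 peptide at 25 nM; detection used donor plus acceptor beads, 10 µg/mL apiece, read by AlphaScreen after 30 min at room temperature.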
HCV inhibitor: qHTS Assay for Inhibitors of Hepatitis C Virus (HCV). Huh7.5.1 HCVcc-Cre infection, luciferase reporter, 44 h. Potency, µM (top dose mostly 41.8 µM), inactives show top-dose activity change, negative = inhibition, actives largely listed as inhibitors. hit rate 3.4% among 340,000. AID 651820, 2012; further: potency means the concentration at half of the fitted maximal effect
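A cell-based infection assay in which seeded cells (1,000 per well) receive test compound after 4 h, are inoculated with HCVcc-Cre at approximately 0.5 moi, and are incubated 44 h before luminescence detection.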
HCMV antiviral: qHTS Assay for inhibitors of the human cytomegalovirus (HCMV). HFF cells, HCMV-luciferase reporter, 72 h; active compounds read low. activity change, negative = inhibition, % at 57.5 µM. hit rate 4.5% among 410,000. AID 1259415, 2018; in the data active means activity change below about -60%; inconclusive means no clear call, values can overlap the other calls; inactive means above about -39%
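Luciferase read-out from HCMV-luciferase-infected HFFs (MOI 1 PFU/cell) 72 h post infection at 37C; compounds added after 16 h cell attachment; activity normalized between buffer-only basal and Salinomycin (10uM) inhibitor controls.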
Sm TGR block: qHTS Assay for the Inhibitors of Schistosoma Mansoni Peroxiredoxins. purified TGR, DTNB reduction, TNB absorbance 405 nm. Potency, µM (titrated, usually from 114 µM), for the others: at the highest dose activity change, negative = inhibition, usual class: inhibitors. hit rate 3% among 360,000. AID 485364, 2010; further: potency means the concentration at half of the fitted maximal effect; nearly all actives have a fitted effect of over 60% in size
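TGR 20 nM + NADPH 100 uM (dispensed conc.), cpd preinc 15 min RT; start with NADPH (500 uM addition) then DTNB (15 mM addition). Kinetic TNB absorbance, 405 nm filter. Four-parameter Hill fit across titration.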
FBPA Giardia inh: qHTS Assay for Inhibitors of Fructose-1,6-bisphosphate Aldolase from Giardia Lamblia | hit rate 0.71% among 290,000 | purified Giardia FBPA | A8B2U2 | Potency, µM (titrated, usually from 59.6 µM), inactives show top-dose activity, negative = inhibition, hits mostly inhibitors; further: potency means the concentration at half of the fitted maximal effect; nearly all actives have a fitted effect of over 55% in size
Target sequence (A8B2U2 whole entry, looked up): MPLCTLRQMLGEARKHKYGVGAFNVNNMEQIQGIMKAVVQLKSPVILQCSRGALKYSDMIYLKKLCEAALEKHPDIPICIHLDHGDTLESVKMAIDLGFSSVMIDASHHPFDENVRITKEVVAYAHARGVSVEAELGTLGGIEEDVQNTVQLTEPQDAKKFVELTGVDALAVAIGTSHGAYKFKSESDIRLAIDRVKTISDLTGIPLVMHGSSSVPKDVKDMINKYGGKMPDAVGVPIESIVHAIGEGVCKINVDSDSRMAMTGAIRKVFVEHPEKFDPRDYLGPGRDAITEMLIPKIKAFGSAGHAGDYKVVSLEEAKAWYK
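40 nM FBPA preincubated 10 min at RT with compound (up to 57.5 uM final), then substrate plus GAPDH/TPI/NAD/arsenate coupling and diaphorase/resazurin added. Fluorescence read after 20 min at RT, 525/598 nm.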
* = called active by the depositor; ? = inconclusive; nt = no result given; [ ] = dose if it differs, or a comment. Unless noted, the call rests on the fitted dose curve; in most records, active means well fitted curve in the direction sought with a large enough effect; inconclusive means small, poorly fitted or top-dose-only effect, or another doubt; inactive means no such curve, though single readings can be large; an effect the other way counts as inactive or inconclusive. Unless noted, on the % scale 0 is the no-effect control and ±100 the full control effect.

SMILES	AmpC inh detg	AMA1-RON2 inh	HCV inhibitor	HCMV antiviral	Sm TGR block	FBPA Giardia inh
Cc1cccc(NC(=O)CS(=O)(=O)Cc2ccccc2)n1	4.1%	-8.5%	13.4%	-16.9	17.4%	0.4%
CCC(CC)COC(=O)C1=C(C)NC(=O)NC1c1ccc2c(c1)OCO2 (stereo not given)	-3.0%	0.7%	10µM*	-21.9	0.1%	0.9%
C=CCn1c(SCC#N)nc2c(c1=O)C(C)(C)Cc1ccccc1-2	4.1%	1.7%	?	-34.1	3.9%	1.7%
Cc1ccc(Nc2c([N+](=O)[O-])cc(C(=O)N3CC(=O)Nc4ccccc43)cc2[N+](=O)[O-])c(C)c1	-4.7%	-19.7%	?	?	-26.2%	?
CC(=O)N1c2ccc(S(=O)(=O)N3CCC(C(=O)Nc4cccc(C)c4)CC3)cc2CC1C (stereo not given)	-5.1%	-0.1%	?	-68.5*	3.6%	7.8%
COc1ccccc1CNC(=O)Cn1nc(C)c([N+](=O)[O-])c1C	nt	0.3%	0.8%	18.2	nt	nt
COc1cc(-c2nc(-c3ccc(Br)o3)no2)cc(OC)c1OC	?	-6.9%	-10.2%	25.1	1.8%	2.1%
COc1ccc(CN(C)c2ccc(-c3nc(-c4ccccc4)no3)cc2[N+](=O)[O-])cc1	12.8%	nt	nt	71.6	-3.0%	nt
CCCc1[nH]nc2c1C(c1ccccc1OC)C(C#N)=C(N)O2 (stereo not given)	-6.7%	4.4%	14.3%	36.2	?	-15.2%
O=C(Nc1ccccc1)c1cccnc1N1CCCC1	-4.2%	2.2%	7.0%	64.9	1.8%	5.5%
O=C(COC(=O)Cn1c(C(F)(F)F)nc2ccccc21)Nc1ccc2c(c1)OCCO2	-1.7%	36.4%[activator]	8.8%	11.5	-6.0%	-0.5%
Cc1ccc(N2C(=O)SC(Cc3ccccc3)C2=O)cc1 (stereo not given)	-5.7%	-14.5%	-22.8%	3.1	8.3%	-11.7%
CCn1nnc(NC(=O)c2ccc(-c3ccccc3[N+](=O)[O-])o2)n1	-0.6%	26.4%	-6.1%	-6.1	-6.3%	-8.6%
Cc1ccc(C2=[N+]([O-])C3(CCCCC/C3=N\NC(N)=O)N(O)C2(C)C)o1 (stereo not given)	?	1.3%	-10.1%	-11.2	-21.8%	-4.5%
COC(=O)c1ccc(Oc2nc(Nc3ccc(C)c(C)c3)nc(N(C)C)n2)cc1	-11.1%	-6.4%	8.91µM*	-10.3	18.9%	-7.3%
O=C(Nc1ccc(N2CCOCC2)cc1)c1ccc(COc2ccccc2)cc1	-10.2%	5.2%	?	-73.5*	-16.6%	-0.3%
Cc1ccnc(SCC(N)=O)n1	1.1%	64.6%[activator]	-1.7%	-34.0	27.6%	-0.7%
CCc1cc(=O)oc2cc(C)cc(OCC(=O)N3CCC(C(=O)O)CC3)c12	?	-1.1%	5.0%	-30.5	-16.1%	10.4%
CCn1c(C(=O)N2CCCC(C(=O)O)C2)cc2sccc21 (stereo not given)	-1.5%	-3.6%	11.4%	3.5	-16.1%	4.8%
c1ccc(C[n+]2ccccc2)cc1	-14.5%	8.0%	?	-16.8	-0.6%	nt
O=C(Cn1nnc2ccccc21)NNC(=O)c1ccccc1	0.1%	104.9%[activator]	-4.7%	-8.3	-0.5%	6.1%
O=C(NC(=O)c1ccccc1)OCCN1C(=O)c2ccccc2C1=O	5.7%	-1.6%	13.6%	24.7	-0.5%	5.9%
O=C(/C=C/c1cccc([N+](=O)[O-])c1)c1ccc2c(c1)OCCO2	-8.0%	-15.0%	-28.1%	-39.8	-2.8%	-0.4%
Cc1ccnc2nc(C(=O)Nc3nc4ccccc4s3)nn12	1.6%	43.8%[activator]	22.7%	29.5	6.2%	-23.0%
O=C(CSc1nc2ccccc2o1)NCC(=O)c1ccccc1	-0.7%	2.0%	1.4%	?	-6.4%	-4.0%
O=C(NCC(=O)N1CCN(c2ncccn2)CC1)c1cccs1	2.1%	-10.3%	10.7%	nt	-3.7%	3.4%
CCn1ncc(Br)c1C(=O)Nc1ccc2c(c1)OCCO2	-3.2%	2.2%	0.4%	111.0	-7.9%	1.7%
COc1ccc(OC)c(CCNC(=O)c2nn(C)c3c2CS(=O)(=O)c2ccccc2-3)c1	-0.2%	-5.5%	?	-37.9	-3.6%	nt
O=C(NCC1COc2ccccc2O1)c1ccc(NC(=O)c2ccco2)cc1 (stereo not given)	-0.4%	8.8%	?	?	-13.1%	-1.2%
Cn1c2ccccc2c2nnc(SCc3ccc4nonc4c3)nc21	-4.1%	2.9%	13.5%	-32.2	-12.1%	2.3%
COc1ccc(NC(=O)CSc2ccc(NC(C)=O)cc2)cc1S(=O)(=O)N1CCOCC1	nt	3.4%	-0.1%	-8.0	nt	nt
Cn1cc(NC(=O)OCc2ccc(Cl)cc2)c(C(F)(F)F)n1	-1.4%	-5.8%	-5.4%	81.3	19.8%	1.3%
Cc1cc(C(=O)Nc2sc3c(c2C#N)CCC(C)C3)no1 (stereo not given)	-6.9%	4.0%	-27.4%	43.8	-5.4%	-1.6%
COc1ccc(C2C(C#N)=C(N)Oc3n[nH]c(C)c32)cc1Cn1nnc2ccccc21 (stereo not given)	?	-0.2%	-7.2%	21.8	-14.7%	-1.6%
CCc1ccccc1NC(=O)N1CCCc2ccccc21	?	4.4%	7.0%	16.3	-21.7%	0.1%
COC(=O)c1c(C(=O)OC)c2ccccn2c1C(=O)c1ccc([N+](=O)[O-])cc1	2.9%	-16.6%	-6.9%	-101.9*	1.2%	-0.5%
Cc1ccc(C)c(Nc2cc(C)nc3ncnn23)c1	-19.5%	13.7%	-8.5%	61.2	1.0%	0.1%
COc1ccc(Cl)cc1NC(=O)Cn1c(=O)n(Cc2ccc(F)cc2)c(=O)c2cccnc21	25.4%	nt	nt	2.1	0.7%	nt
COC(=O)C1=C(c2cccc(C#N)c2)C[C@@H]2CC[C@H]1N2C(=O)NCCOc1ccc(OC)cc1	8.6%	0.7%	-0.6%	-28.3	-14.2%	nt
O=C(CSc1ccc(-c2nc3ccccc3[nH]2)cn1)Nc1ccc(S(=O)(=O)NC2CC2)cc1	-5.5%	-16.8%	10.7%	2.4	-18.0%	-4.4%
COCCNC(=O)c1ccc(CN2CCC(Cc3ccccc3)CC2)cc1	-1.3%	0.1%	-23.6%	-1.8	-6.3%	-0.3%
Cc1cc(=O)n(Cc2ccccc2Cl)c2c1c(C)nn2-c1ccccc1	0.8%	nt	nt	6.1	-6.6%	nt
CC1CCC(N2CCN(S(=O)(=O)Cc3ccccc3)CC2)CC1 (stereo not given)	?	-10.8%	3.8%	-3.3	-2.5%	?
Cc1cccc(NC2(C(F)(F)F)N=C3SCCN3C2=O)n1 (stereo not given)	?	-2.6%	-0.8%	-1.4	-29.5%	-0.6%
Cc1ccc(Cn2cc(S(=O)(=O)c3ccc(Cl)cc3)c(=O)c3cc(F)ccc32)cc1	7.3%	-7.7%[2.32 µM]	?	-3.7	2.5%	2.6%
COc1ccccc1C(=O)Nc1ccnn1C1CCN(C(C)CSC)CC1 (stereo not given)	?	-9.3%	-17.3%	39.6	-9.0%	0.4%
O=C(Nc1ccccc1)N(CCCN1CCOCC1)Cc1cccs1	?	2.5%	4.7%	-11.3	2.5%	1.0%
O=c1c2ccccc2nc2c3ccccc3c(NCc3ccco3)nn12	-0.2%	3.0%	?	8.6	?	5.6%
COc1ccc2c(c1)Cc1sc(NC(=O)c3cccc(F)c3)nc1-2	-8.1%	nt	nt	17.1	-22.9%	nt
COc1ccc(N2CCN(C(=O)CSc3nnc4c(C)cc5c(C)cc(C)cc5n34)CC2)cc1	-1.5%	-22.0%	?	-13.2	-12.0%	-6.3%
CCCCc1nnc(NC(=O)COC)s1	1.6%	4.6%	27.7%	-2.6	nt	-2.6%
CC(C)C[C@H]1C(=O)N2CCCC2[C@]2(O)O[C@](NC(=O)[C@@H]3C=C4c5cccc6[nH]cc(c56)CC4N(C)C3)(C(C)C)C(=O)N12 (stereo not given in full)	?	1.4%	?	nt	10µM*	?
C=CCn1c(SCC(=O)Nc2ccccc2C)nc(O)cc1=O	-1.6%	0.9%	13.3%	4.9	-2.0%	-6.4%
O=C(Nc1cccc(C(F)(F)F)c1)Nc1ccon1	-1.4%	6.3%	9.8%	nt	-17.1%	-1.1%
CCCN1CCN(CCNC(=O)Nc2cc(C)ccc2OC)CC1	20.2%	nt	nt	1.7	0.5%	nt
CCOc1ccccc1NC(=O)Nc1cccc(C(C)=O)c1	?	-20.2%	7.08µM*	41.2	4.9%	-14.5%
Cc1ccccc1NC(=O)c1cccc2c1C(=O)N(C1CCCCC1)C2	-10.1%	-2.7%	17.3%	-16.2	-9.8%	13.4%
OC1COC(c2ccccc2)OC1C(O)C1OC(c2ccccc2)OCC1O (stereo not given)	nt	-4.9%	2.3%	12.8	nt	nt
Cc1onc(-c2ccccc2Cl)c1C(=O)NC(=S)Nc1ccccc1F	5.5%	86.1%[activator]	-6.1%	?	nt	-14.4%
O=C(CCN1C(=O)/C(=C/c2ccccc2Cl)SC1=S)Nc1cccnc1	1.1%	-5.2%	9.4%	35.5	4.3%	nt

Sorted by count of non-hydrogen atoms (highest first): part of the list above
SMILES	AmpC inh detg	AMA1-RON2 inh	HCV inhibitor	HCMV antiviral	Sm TGR block	FBPA Giardia inh
COC(=O)C1=C(c2cccc(C#N)c2)C[C@@H]2CC[C@H]1N2C(=O)NCCOc1ccc(OC)cc1	8.6%	0.7%	-0.6%	-28.3	-14.2%	nt
O=C(CCN1C(=O)/C(=C/c2ccccc2Cl)SC1=S)Nc1cccnc1	1.1%	-5.2%	9.4%	35.5	4.3%	nt
O=C(Nc1ccccc1)N(CCCN1CCOCC1)Cc1cccs1	?	2.5%	4.7%	-11.3	2.5%	1.0%
CCCN1CCN(CCNC(=O)Nc2cc(C)ccc2OC)CC1	20.2%	nt	nt	1.7	0.5%	nt
CCCc1[nH]nc2c1C(c1ccccc1OC)C(C#N)=C(N)O2 (stereo not given)	-6.7%	4.4%	14.3%	36.2	?	-15.2%
Cc1cccc(NC(=O)CS(=O)(=O)Cc2ccccc2)n1	4.1%	-8.5%	13.4%	-16.9	17.4%	0.4%
